From PubChem
Tb MetRS inh – blocks T. brucei methionyl-tRNA synthetase activity; hit rate 0.4% among 360,000; inhibition, % at 11.9 µM; purified T. brucei MetRS, ATP depletion, Kinase-Glo luminescence;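 active = inhibition above a per-plate cutoff of the control wells' mean inhibition plus 3 SD, cut at about 5.5% in these data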;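 note: 0% = DMSO wells median and 100% = median of wells with control inhibitor compound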
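Material – parasite MetRS enzyme · Medium – HEPES-MgCl2-KCl buffer plus DTT, spermine, BSA, pyrophosphatase · Reagent – ATP, methionine and E. coli bulk tRNA substrates · Times – 15 min enzyme-compound preincubation, 2 h reaction, 10 min detection, 25 °C · Measured by – luminescence of leftover ATP · Evaluation – percent inhibition relative to median high and low control wells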
Scp1 inh – Scp-1 (human) phosphatase inhibition | inhibition, % at 20 µM | Recombinant Scp1, phosphopeptide, malachite green phosphate absorbance | hit rate 0.88% among 340,000;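 active = inhibition above about 50% at 20 µM, limit read from the data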;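 note: plate controls were DMSO wells with enzyme for no effect and wells lacking enzyme for full effect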
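Material – SCP-1 phosphatase catalytic domain, residues 76-261 · Buffer or medium – Acidic Tris acetate buffer with magnesium and detergent · Also added – Phospho 17-mer peptide substrate · Compound – single 20 µM dose, 1% DMSO · Times – 45 min room-temperature reaction, 5 min colour, 30 min stabiliser · Technique – Phosphate-binding colour reagent, absorbance read at 630 nm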
SKN-1 inh – C. elegans SKN-1 inhibition. inhibition, % at 21.8 µM. C. elegans VP596 Pgst-4::GFP/RFP ratio, acrylamide-induced, 24 h. hit rate 0.49% among 360,000;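 active = interference check ratio from 0.5 to 1.5 plus GFP to RFP signal ratio inhibition reaching or exceeding a fixed threshold, cut at about 30% in these data, passing the limit was not always enough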; note: some compounds called inactive have numbers as strong as hits
LMPTP block – LMPTP (human) inhibition; hit rate 0.22% among 360,000; inhibition, % at 20 µM; P24666; recombinant LMPTP-A, OMFP fluorogenic substrate, fluorescence intensity;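 active = compounds that cut the enzyme signal by at least half of the control window in the single-dose screen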;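 note: plate controls were DMSO wells with enzyme plus substrate for no effect and substrate without enzyme for full effect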
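Material: LMPTP-A; amount: 0.625 nM enzyme; doses: single 20 µM dose; times: reaction 50 min, room temperature, dark; technique: fluorescence intensity of OMFP turnover product; benchmarks: no-enzyme and uninhibited controls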
CendR NRP1 mod – alters CendR peptide binding to human NRP-1; inhibition, % at 25 µM; AID 602438; FAM-RPARPAR peptide binding to NRP-1, fluorescence polarization; hit rate 0.85% among 360,000;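 active = inhibition or corrected inhibition above about 18%, plus a signal ratio from 0.5 to 1.5, limit read from the data, passing the limit was not always enough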; note: strong numbers were not always called active
NadD block – blocks S. aureus nicotinate mononucleotide adenylyltransferase; purified NadD enzyme, colorimetric absorbance read-out; inhibition, % at 20 µM; hit rate 0.78% among 360,000; in the data active = inhibition above about 26%; note: some compounds past the cut are filed as inactive
STEP block – inhibitors of human striatal-enriched phosphatase STEP | inhibition, % at 20 µM | recombinant STEP, OMFP fluorogenic substrate, fluorescence | hit rate 0.25% among 360,000;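 active = inhibition at 20 µM, scaled per plate between control wells, above about 37%, limit read from the data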;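 note: 0% = DMSO with enzyme and substrate and 100% = substrate only without enzyme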
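Material: STEP (striatal-enriched tyrosine phosphatase) enzyme, cell-free | Medium: 50 mM Bis-Tris pH 6.0 with 2.5 mM DTT and 0.005% Tween 20 | Read-out: Percent inhibition scaled to no-enzyme and uninhibited-enzyme controls, plate-pattern corrected | Signal: Fluorescence read at 480 nm ex / 540 nm em | Times: 20 min reaction, room temperature, in the dark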
Neddylation inh – blocks human cullin neddylation; TR-FRET cullin neddylation, biochemical; hit rate 0.58% among 360,000; calls only at 25 µM; in the data active = inhibition above about 36%
SUMO1-SIM PPI – modulators of human SUMO1-mediated protein-protein interactions. inhibition, % at 20 µM. AID 602429. SUMO1 binding to a labelled peptide, TR-FRET, 1 h. P63165. hit rate 0.33% among 360,000; in the data active = inhibition above about 37%
DNMT1 inh – DNMT1 (human) enzyme inhibition; P26358; DNMT1 molecular beacon, Hinp1I cleavage, fluorescence; inhibition (reported as % activation of signal), % at 10 µM; hit rate 0.83% among 360,000; in the data active = inhibition above about 50%
Target sequence (P26358 504-1616 limits assumed): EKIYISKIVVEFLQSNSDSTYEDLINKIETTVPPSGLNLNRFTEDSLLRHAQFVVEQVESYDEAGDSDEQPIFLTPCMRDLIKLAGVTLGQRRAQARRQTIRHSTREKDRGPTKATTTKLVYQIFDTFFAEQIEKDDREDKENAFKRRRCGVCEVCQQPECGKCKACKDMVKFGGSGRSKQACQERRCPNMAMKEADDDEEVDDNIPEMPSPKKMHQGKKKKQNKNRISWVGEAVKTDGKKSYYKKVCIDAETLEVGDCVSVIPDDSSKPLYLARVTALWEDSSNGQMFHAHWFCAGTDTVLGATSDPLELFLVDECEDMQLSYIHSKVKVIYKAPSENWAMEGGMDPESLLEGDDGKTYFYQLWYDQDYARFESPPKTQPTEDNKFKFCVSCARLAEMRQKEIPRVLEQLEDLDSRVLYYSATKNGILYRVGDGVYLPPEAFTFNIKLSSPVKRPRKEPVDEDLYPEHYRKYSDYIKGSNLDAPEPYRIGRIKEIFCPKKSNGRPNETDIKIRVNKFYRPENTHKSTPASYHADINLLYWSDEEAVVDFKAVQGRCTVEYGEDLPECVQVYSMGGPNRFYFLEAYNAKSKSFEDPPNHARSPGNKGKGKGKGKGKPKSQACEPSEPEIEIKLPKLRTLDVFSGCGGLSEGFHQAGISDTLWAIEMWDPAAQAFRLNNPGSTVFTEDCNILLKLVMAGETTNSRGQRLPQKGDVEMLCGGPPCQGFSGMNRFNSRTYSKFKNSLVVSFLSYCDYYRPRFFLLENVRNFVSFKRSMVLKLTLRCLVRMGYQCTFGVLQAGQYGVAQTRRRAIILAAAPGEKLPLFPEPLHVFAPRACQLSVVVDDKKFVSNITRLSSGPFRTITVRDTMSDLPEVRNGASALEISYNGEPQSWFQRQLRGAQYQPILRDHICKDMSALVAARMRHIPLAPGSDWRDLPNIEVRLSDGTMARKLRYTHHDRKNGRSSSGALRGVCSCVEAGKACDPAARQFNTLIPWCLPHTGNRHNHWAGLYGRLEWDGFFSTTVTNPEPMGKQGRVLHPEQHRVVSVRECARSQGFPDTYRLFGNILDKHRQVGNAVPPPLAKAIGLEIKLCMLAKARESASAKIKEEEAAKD
Numbers without * were called inactive; i = inactive; x = not tested or not shown; + = active, no number.

Start of the data: the first four records, ahead of the listing:
SMILES	Tb MetRS inh	Scp1 inh	SKN-1 inh	LMPTP block	CendR NRP1 mod	NadD block	STEP block	Neddylation inh	SUMO1-SIM PPI	DNMT1 inh
O=[N+]([O-])c1ccc2nc(-c3ccccc3)[nH]c2c1	-0.3	-2.7	26.7	0.0	-2.9	-5.0	2.2	i	-9.8	0.5
N#C/C(=C/c1cn[nH]c1-c1ccc(Br)cc1)C(=O)O	0.0	-13.8	3.3	-2.5	1.6	-5.7	-1.5	i	-26.2	-0.9
CC(C)CCC(CCN1CCCC1)c1ccc2c(c1)OCO2 (stereo not drawn)	-0.7	-7.2	5.2	-2.3	15.3	-5.7	-1.6	i	2.3	-0.5
CCOC(=O)c1oc2ccc(S(=O)(=O)Nc3ccc4c(c3)n(C)c(=O)n4C)cc2c1C	0.3	-2.7	7.4	-0.3	-2.3	4.5	-2.3	i	11.1	-3.0

The listing, repeating the preview:
SMILES	Tb MetRS inh	Scp1 inh	SKN-1 inh	LMPTP block	CendR NRP1 mod	NadD block	STEP block	Neddylation inh	SUMO1-SIM PPI	DNMT1 inh
O=[N+]([O-])c1ccc2nc(-c3ccccc3)[nH]c2c1	-0.3	-2.7	26.7	0.0	-2.9	-5.0	2.2	i	-9.8	0.5
N#C/C(=C/c1cn[nH]c1-c1ccc(Br)cc1)C(=O)O	0.0	-13.8	3.3	-2.5	1.6	-5.7	-1.5	i	-26.2	-0.9
CC(C)CCC(CCN1CCCC1)c1ccc2c(c1)OCO2 (stereo not drawn)	-0.7	-7.2	5.2	-2.3	15.3	-5.7	-1.6	i	2.3	-0.5
CCOC(=O)c1oc2ccc(S(=O)(=O)Nc3ccc4c(c3)n(C)c(=O)n4C)cc2c1C	0.3	-2.7	7.4	-0.3	-2.3	4.5	-2.3	i	11.1	-3.0
Nc1c(N(C(=O)Nc2ccc(Cl)c(Cl)c2)C2CCCC2)c(=O)[nH]c(=O)n1Cc1ccccc1	-0.1	5.7	-4.6	-0.9	-0.6	2.5	-3.0	i	4.2	4.0
COC(=O)C1=C(O)/C(=C\c2cc(C)n(-c3ccccc3F)c2C)N=C1C	-0.2	-6.0	9.0	0.3	-36.9	4.4	4.7	i	-1.8	-5.7
CN(Cc1ccccc1)C(=O)c1ccc(Nc2nc(C(N)COCc3ccccc3)cs2)nc1 (stereo not drawn)	-0.1	x	-3.9	0.2	-8.3	10.3	1.8	i	-9.7	-16.9
COc1ccc(S(N)(=O)=O)cc1C(=O)OCC(=O)Nc1sccc1C#N	-0.2	-1.0	1.0	1.7	-122.2	-3.5	-2.6	i	7.2	0.1
O=C(NCCSc1ccc(Cl)cc1)c1ccc(CN2CCOCC2)cc1	-0.4	0.7	10.2	0.1	5.7	-5.0	-0.2	i	-1.2	-0.5
Cc1ccc(-n2nc(C)c3c2OC(N)=C(C#N)C3c2ccccc2F)cc1 (stereo not drawn)	-1.1	-5.2	1.1	4.0	15.7	-0.6	0.4	i	1.8	-6.4
O=C(OCCOc1ccc(Cl)cc1)c1cc(S(=O)(=O)N2CCCCC2)ccc1N1CCOCC1	-0.1	-16.3	4.4	3.5	-14.4	2.9	-0.3	i	-4.2	-8.9
COc1ccc(OCCNC(=O)c2cccc(Oc3ccc(C(F)(F)F)cc3[N+](=O)[O-])c2)cc1	-0.4	12.6	2.3	4.1	-13.1	2.2	0.1	i	-6.8	2.9
COC(=O)CSc1nc2cc(OC)ccc2n1C	0.1	0.9	4.5	1.0	1.3	4.3	10.3	i	-3.7	1.6
COC(=O)c1c(NC(=O)c2ccc([N+](=O)[O-])o2)sc2c1CCN(C(C)C)C2	-0.6	-6.7	0.8	0.3	-3.4	-2.9	0.3	i	-16.3	0.3
CCOC(=O)C1C(=O)OC(C)(C)C1C(CC)C(=O)c1c(C)cc(C)cc1C (stereo not drawn)	-0.3	-7.0	1.8	1.1	6.3	-6.2	1.4	i	6.2	5.5
COC(=O)C1=CNC=C(C(=O)OC)C1c1cccc(OC)c1	0.6	-6.2	-4.1	-0.3	-3.7	0.4	-0.8	x	-8.2	2.0
CCOc1ccc(S(=O)(=O)N2CCc3ccccc3C2)cc1	-0.2	-18.1	-5.9	1.3	13.0	-8.5	3.2	i	0.6	-2.7
CSCCC1NC(=O)N(C(C)C(=O)Nc2cc(Cl)cc(Cl)c2)C1=O (stereo not drawn)	-0.5	-2.5	-5.6	-0.1	-7.7	-2.5	2.3	i	0.5	-1.4
COc1ccc(OC)c(NC(=O)CSc2nc(=O)n(CCN3CCOCC3)c3c2CCC3)c1	-0.1	-2.0	-9.3	0.2	-1.8	1.4	-0.8	i	4.0	-0.7
CCCc1cc(=O)oc2c(C)c(O[C@@H]3O[C@H](CO)[C@@H](O)[C@H](O)[C@H]3O)ccc12	-1.0	-15.4	15.2	-1.5	3.7	-4.5	1.0	i	-0.1	0.9
CCN(CC)S(=O)(=O)c1ccc(C)c(NC(=O)CN(C)C)c1	-1.4	6.5	6.3	0.0	0.1	-3.7	-0.3	i	0.0	-0.8
CC(=O)NCc1ccc(-c2csc(NC(=O)CCCc3nc4ccccc4c(=O)[nH]3)n2)cc1	-0.4	-6.5	5.3	0.9	-8.3	1.2	-1.5	i	1.8	-6.7
O=C(N[C@@H](Cc1ccccc1)C(=O)OCc1ccccc1)c1ccco1	0.0	-10.2	-5.7	0.3	-5.1	-3.2	-0.5	i	5.4	-2.1
CCCCOc1ccc(C2CCC(C(C)=O)C(C)C2)cc1 (stereo not drawn)	-0.9	-2.0	-1.7	4.7	-9.7	5.5	4.4	i	8.4	6.9
CC(=O)Nc1ccc2nc3ccccc3nc2c1	-0.2	-4.2	-1.0	-0.3	-2.8	3.8	-0.2	i	-29.8	-3.2

Ordered by molar mass (highest first): some entries from above.
SMILES	Tb MetRS inh	Scp1 inh	SKN-1 inh	LMPTP block	CendR NRP1 mod	NadD block	STEP block	Neddylation inh	SUMO1-SIM PPI	DNMT1 inh
O=C(NCCSc1ccc(Cl)cc1)c1ccc(CN2CCOCC2)cc1	-0.4	0.7	10.2	0.1	5.7	-5.0	-0.2	i	-1.2	-0.5
CC(C)CCC(CCN1CCCC1)c1ccc2c(c1)OCO2 (stereo not drawn)	-0.7	-7.2	5.2	-2.3	15.3	-5.7	-1.6	i	2.3	-0.5
CC(=O)Nc1ccc2nc3ccccc3nc2c1	-0.2	-4.2	-1.0	-0.3	-2.8	3.8	-0.2	i	-29.8	-3.2

Further results follow.
SMILES	Tb MetRS inh	Scp1 inh	SKN-1 inh	LMPTP block	CendR NRP1 mod	NadD block	STEP block	Neddylation inh	SUMO1-SIM PPI	DNMT1 inh
CC1CCN(C(c2cccs2)c2nnnn2Cc2ccccc2)CC1 (stereo not drawn)	-0.5	-1.9	13.9	-0.5	-1.6	-2.5	3.2	i	2.5	-7.3
CCOc1ccc(S(=O)(=O)Nc2c(C)n(C)n(-c3ccccc3)c2=O)cc1	0.2	-5.0	17.2	-2.5	0.2	-0.4	1.3	i	-1.9	-4.5
N#CCCCn1c(-c2ccccc2)noc1=O	-0.6	-4.4	13.8	-1.2	8.4	-6.1	0.8	i	-2.7	4.2
CCOC(=O)c1[nH]c2ccc(F)cc2c1NC(=O)CN1CCN(C/C=C/c2ccccc2)CC1	0.0	-3.0	15.9	2.4	-3.1	0.7	-1.4	+	-1.8	-10.5
Cc1ccc(Cl)cc1N1CCN(S(=O)(=O)c2cnc[nH]2)CC1	0.2	-5.8	13.1	-0.4	-10.1	0.5	0.1	i	-0.5	-5.4
CCN(C(=O)c1cnc2scc(C)n2c1=O)c1ccccc1C	-0.7	6.0	-4.7	-2.1	1.3	2.3	-2.3	i	-1.9	-0.4
Cc1ccc(S(=O)(=O)N2C[C@H]3[C@H]4C(=O)N(Cc5ccccc5)C(=O)[C@H]4CC(=O)[C@H]3[C@@H]2c2cccc3ccccc23)cc1	-0.4	x	14.8	-0.3	9.1	5.7	-3.0	i	1.8	-2.1
CCCn1c(CC)nc([N+](=O)[O-])c1S(=O)(=O)c1ccccc1	-0.9	2.9	6.8	-0.9	9.8	7.7	18.2	i	-8.1	8.4
CC(=O)Nc1ccc(S(=O)(=O)NCCNC(=O)c2ccccc2F)cc1	0.3	2.5	-11.3	-1.7	-6.9	-0.6	3.3	i	0.0	-1.9
CCc1cccc(C)c1NC(=S)NCCc1c(C)[nH]c2ccc(C)cc12	-0.6	0.3	6.8	2.1	3.9	3.3	1.2	i	-4.1	-7.3
COC(=O)C1=C(C)OC(N)=C(C#N)C1c1cc2cc(C)ccc2nc1Cl (stereo not drawn)	0.7	-11.8	-1.3	-6.0	-8.0	2.4	0.5	i	1.5	-2.7
O=C(COC(=O)c1ccccc1Cl)NCc1cccs1	-0.2	x	7.3	0.8	0.7	3.8	1.1	i	0.5	-0.3
O=C(Nc1ccccc1C(F)(F)F)C(O)(c1ccccc1)C1CCCCC1 (stereo not drawn)	0.0	-0.5	12.3	0.5	11.4	0.1	2.0	i	-6.2	3.4
O=S(=O)(c1ccc(N=C2NN=C(c3cc(F)ccc3F)CS2)cc1)N1CCOCC1	0.5	-4.5	4.7	3.1	-6.7	15.3	3.5	i	1.5	-15.6
Cc1cccc(NC(=O)CN2C(=O)NC(C)(c3ccc4c(c3)OCO4)C2=O)c1 (stereo not drawn)	-0.1	-20.1	23.3	-0.9	3.4	0.2	-0.2	i	-0.9	1.7
O=C(c1cccc(N2CCCC2=O)c1)N1CCN(c2ccccc2)CC1	0.7	-9.6	5.5	-2.1	0.3	1.8	-1.5	i	0.4	-1.5
CCCCNC(=O)Nc1nc2ccccc2s1	-0.6	-7.5	4.1	0.2	1.4	4.6	-2.3	i	4.6	0.4
Cc1cc(C)n(S(=O)(=O)c2ccc(C(C)(C)C)cc2)n1	-0.4	-3.4	-14.2	-0.1	9.3	-1.7	-5.3	i	3.3	4.5
COc1ccc([N+](=O)[O-])cc1N(CC(O)Cn1nnc2ccccc21)S(=O)(=O)c1ccc(C)cc1 (stereo not drawn)	-0.7	-0.2	11.5	-0.7	7.0	-2.6	-2.9	i	-17.7	-7.2
COc1ccccc1-c1ccc(NC2CCCCC2)nn1	-1.2	-0.3	7.2	-0.6	-3.6	5.5	1.6	i	-5.4	-1.4
Oc1ccc(Br)cc1C=Nc1ccc(Cl)cc1	-0.2	-9.2	8.0	-1.3	-15.7	0.5	-4.5	i	-3.9	0.8

Taken from above:
COc1ccccc1-c1ccc(NC2CCCCC2)nn1 in SKN-1 inh shows 7.2
CCCn1c(CC)nc([N+](=O)[O-])c1S(=O)(=O)c1ccccc1 in LMPTP block shows -0.9

Compounds were not picked by outcome (roughly 4.6% active in at least one column).
